Screening results deposited in PubChem by Sanford-Burnham Center for Chemical Genomics.
TAG inh: inhibitors of triacylglycerol accumulation. AID 651582. inhibition, % at 12.5 µM. H9c2 cells, Nile Red lipid (TAG) fluorescence; cells loaded with 200 µM oleic acid. 230,000 compounds, 0.66% hits;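 active = pattern-corrected inhibition of lipid staining of at least 50% with the nuclear-stain viability signal not falling by more than 50%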;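 note: 0% = DMSO wells and 100% = triacsin C control wells; some results filed as inactive read as strong as hits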
TAG inh DAPI viability: also measured in TAG inh; calls as there; DAPI nuclei signal change (viability), lower = more cytotoxic, %;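 whole-well DAPI fluorescence read on a plate reader as a viability signal; minus 50 percent equals half of cells still viable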
Active calls of the source: *. These rows are one share of the data. The share of hits here may be higher or lower than overall.

Compound,TAG inh,TAG inh DAPI viability
COc1ccccc1OCCn1cc(C(=O)c2ccco2)c2ccccc21,10,4
Cc1ccc(Nc2c(-c3ccc(N(C)C)cc3)nc3ncccn23)cc1,-4,3
COc1ccc(OC2(C)CCN(Cc3ccc(-c4ccccc4)o3)C2)cc1 (configuration not stated),-17,16
CCN(CC)S(=O)(=O)c1ccc(N2CCOCC2)c(NC(=O)c2cc(-c3ccccn3)nc3ccccc23)c1,9,2
COc1ccc(CCN=C(NS(=O)(=O)c2ccccc2)c2ccccc2)cc1OC,0,-4
COc1ccc([C@@H]2[C@@H]3C(=O)N(C(C)(C)C)C(=O)[C@@H]3[C@]3(Cc4ccccc4)C(=O)N(c4cccc(Cl)c4)C(=O)N23)cc1,13,-16
COc1ccc(-c2[nH]ncc2CN2CCSCC2)c(OC)c1,13,-3
O=C1N/C(=N\S(=O)(=O)Cc2ccccc2)S/C1=C/c1cccc([N+](=O)[O-])c1,-8,4
CC1Oc2ccccc2C=C1/C=N\NC(=O)c1cccnc1 (configuration not stated),14,-8
Cc1ccc(S(=O)(=O)Nc2c(C)nn(C)c2C)cc1C,13,-3
COc1nc2ccccc2nc1CCC(=O)O,11,-7
COC(=O)c1cc(C#N)c(Oc2ccccc2)nc1C,-19,7
CCCOc1ccc(N2C(=O)CC(NCCNc3ccc(S(=O)(=O)CC)cc3)C2=O)cc1 (configuration not stated),-1,5
COc1ccc(CN(C)CC(=O)NC(C)c2ccccc2)c(OC)c1 (configuration not stated),-2,-3
Cc1ccsc1CNC(=O)C1(C)CCN1C(=O)C(C)C (configuration not stated),0,-10
COCCn1c(C)cc(C(=O)COC(=O)/C=C/c2ccc(OC)cc2OC)c1C,0,-4
CCN(CC)CCN1C(=O)C(O)=C(C(=O)c2ccco2)C1c1ccccn1 (configuration not stated),-5,-2
CCN(CC)CCNC(=O)c1ccc(NC(=O)c2cc(S(=O)(=O)N3CCCCC3)ccc2N2CCOCC2)cc1,16,5
O=C(Nc1nnc(CCN2CCCCC2)s1)c1ccccc1,-2,-8
CCOCCn1c(-c2ccccc2)nc2ccccc21,-4,-9
O=C1C=C(c2cccc(O)c2)C[C@@H](c2ccc(F)cc2)C1,-2,2
CN(CCn1ccnc1)Cc1cn(Cc2ccccc2)nc1-c1ccc2c(c1)OCO2,-4,13
Cc1noc(C)c1C(=O)NCCc1ccc(S(N)(=O)=O)cc1,-10,2
CC(=O)Nc1ccc(S(=O)(=O)N(CC(=O)NC2CC2)Cc2ccccc2)cc1,-1,4
CC(C)NC(=O)C(OC(=O)c1ccccc1)C(OC(=O)c1ccccc1)C(=O)O (configuration not stated),-15,3
CC(C)CCn1nnnc1C(c1ccccc1)N1CCC(C(N)=O)CC1 (configuration not stated),-7,-8
Cn1nc(C(=O)NCc2cccs2)c2ccccc2c1=O,-23,1
C/C(CC(=O)Nc1cccc(Cl)c1Cl)=N\NC(=O)c1ccccc1C,19,1
Cc1ccc2nc(-c3cccc(SC4CCCCC4)c3)c(NC3CCCCC3)n2c1,27,-5
c1ccc(-c2csc(CN3CCCCC3)n2)cc1,-1,6
Nc1nnc(SCC(=O)c2ccc3c(c2)NC(=O)CO3)s1,-2,7
Cc1cc(C)c(CSc2ncnc3nc[nH]c23)c(C)c1,-8,7
O=C(CC1SC(=Nc2ccc(O)cc2)NC1=O)Nc1ccccc1 (configuration not stated),-7,-6
CCSC1=C(C#N)C(c2ccc(C)o2)CC(=O)N1 (configuration not stated),10,0
CCN(CC)CCCC(C)n1c(C)cc(C(=O)NS(=O)(=O)c2ccc(C)cc2)c1C (configuration not stated),6,9
CCCCC1=CC2=CC(=O)C(C)(OC(=O)CC)C(=O)C2=CN1C1CCCC1 (configuration not stated),0,9
CC[C@@]12C(=O)N(c3ccc(OC)cc3)C(=O)N1[C@H](c1ccc(Cl)cc1)[C@@H]1C(=O)N(C3CCCCC3)C(=O)[C@@H]12,17,-1
O=C(c1cc2c(s1)CCC2)N1CCN(c2ccccc2)CC1,14,-1
CC1CCC(NC(=O)C2CC(=O)N(c3ccc4c(c3)OCCO4)C2)CC1 (configuration not stated),-10,7
Cc1cc(C(=O)C(C)OC(=O)C2=NNC(=O)CC2)c(C)n1-c1ccc(OC(F)F)cc1 (configuration not stated),-31,16

In the list so far, these contain an aryl thioether with sulfur outside any ring.
Compound,TAG inh,TAG inh DAPI viability
Cc1ccc2nc(-c3cccc(SC4CCCCC4)c3)c(NC3CCCCC3)n2c1,27,-5
Nc1nnc(SCC(=O)c2ccc3c(c2)NC(=O)CO3)s1,-2,7
Cc1cc(C)c(CSc2ncnc3nc[nH]c23)c(C)c1,-8,7

More compounds follow.
Compound,TAG inh,TAG inh DAPI viability
O=S(=O)(Nc1nc2ccccc2nc1NCc1ccco1)c1ccc(F)cc1,1,1
CCOC(=O)C1C(=O)C=C(c2ccc(C)cc2)CC1c1ccccc1 (configuration not stated),-14,20
Cc1cc(C(=O)COC(=O)c2ccc(NC(=O)CC#N)cc2)c(C)n1-c1ccc(OC(F)F)cc1,-14,9
COC(=O)c1ccccc1NC(=O)c1ccc(F)cc1,-3,5
CCCCNC(=O)C1(C)CCN1C(=O)Cc1cccc2ccccc12 (configuration not stated),2,-2
CC(=O)Nc1ccc(S(=O)(=O)Nc2cccc(-c3nc4cc(C)ccc4o3)c2)cc1,-9,-1
O=C(NCc1cccs1)C1CC(=O)N(c2ccccc2)C1 (configuration not stated),11,6
O=C(CSc1cccc[n+]1[O-])N1CCCc2ccccc21,-13,9
CCN(C(=O)c1cccc(S(=O)(=O)N2CCc3ccccc32)c1)C1CCS(=O)(=O)C1 (configuration not stated),-8,-17
OC(CNC1CCCC1)COc1ccc(-c2ccccc2)cc1 (configuration not stated),4,19
CC(=O)c1ccc(NC(=O)CSc2nnc(Cn3cnc4ccccc43)o2)cc1,-2,2
O[C@H]1CN(CC2CCCCC2)[C@@H](c2ccc(Cl)cc2)C[C@@H]1n1cc(-c2ccc(F)cc2)nn1,51*,4.3*
CC(=O)c1c(Cl)nc2cccc3c2c1-c1ccccc1C3=O,-5,5
COCCNc1oc(COc2cccc(C)c2)nc1C#N,2,-12
COC(=O)c1c(S(C)(=O)=O)nc(-c2ccccc2)[nH]c1=O,-3,7
CC(C)NC(=O)c1ccccc1NC(=O)C1COc2ccccc2O1 (configuration not stated),-13,8
CC(=O)Nc1ccc(C(C#N)c2ccccc2)cc1 (configuration not stated),-14,-5
CCOc1ccc(NC(=O)CCCOc2cc(=O)n(C)c3ccccc23)cc1,-13,2
Nc1ccc(-c2cc(N)n(-c3ccccc3)n2)cc1,10,-1
CSCCC(NC(=O)c1ccco1)C(=O)N1CCN(Cc2ccccc2)CC1 (configuration not stated),2,-6

Following part.
smiles	TAG inh	TAG inh DAPI viability
CCCCOC(=O)c1ccc(NC(c2ccc(C)cc2)P(=O)(OC)OC)cc1 (configuration not stated)	-23	1
CCOC(=O)c1c(C)c(-c2ccccc2)n(CC(=O)NCCC(C)C)c1C	5	5
CC(C)Cn1c(N)c(C(=O)COC(=O)c2ccc(Cl)cc2)c(=O)n(C)c1=O	-26	15
O=C(c1ccc(Cn2cc(Cl)cn2)cc1)N1CCN(c2ccccc2)CC1	13	-14
CNC(=O)NC(=O)COC(=O)/C=C/c1cccc(Br)c1	10	0
Cc1nnc(N/N=C/C2CC=CCC2)[nH]c1=O (configuration not stated)	8	-7
CC1(c2ccccc2)NC(=O)N(CC(=O)NNC(=O)c2ccccc2F)C1=O (configuration not stated)	3	-3
CSc1cc(-c2ccc(Cl)cc2)c(C(=O)N2CCCC2)s1	-4	3
Cn1c(=O)c2c(nc(N3CCCCC3)n2CCNC2=NCCC2)n(C)c1=O	3	-3
CC1CC(C)CN(C(=O)C(C)N2CCN(S(=O)(=O)c3ccccc3F)CC2)C1 (configuration not stated)	-2	-7
COCCN1CCC(CO)C1 (configuration not stated)	-5	3
NC(=O)c1nsc(C(=O)N(c2cccc(F)c2)C(C(=O)NCC2CCCO2)c2cccs2)c1N (configuration not stated)	-4	5
CCOc1cc(/C=C(/NC(C)=O)C(=O)O)cc(Cl)c1OCc1cccc(Br)c1	-12	4
CC1=CCC(Cc2nc3ccccc3o2)C1(C)C (configuration not stated)	6	3
CCNC(=O)COC(=O)C1CCN(S(=O)(=O)c2ccc3c(c2)OCCO3)CC1	7	-6
Cc1ccc2c(C)c(C(=O)N3CCC(C(N)=O)(N4CCCCC4)CC3)oc2c1C	-6	-2
COC(=O)/C(C#N)=C/c1c(Oc2cccc(C)c2C)nc2ccccn2c1=O	-4	-5
C[C@H](CO)NC(=O)[C@H](C)[C@H]1C[C@]1(C)[C@H](NC(=O)OCc1ccccc1)c1ccccc1	5	7
CC(=O)Nc1ccc(NC(=O)C(C)OC(=O)CSCc2cccc(Cl)c2)cc1 (configuration not stated)	-10	2
Cc1cc(C(=O)OCC(=O)N2CCOCC2)ccc1[N+](=O)[O-]	4	0
O=C1c2ccccc2NC(c2ccc(Cl)cc2Cl)N1O (configuration not stated)	-12	5
CC(C)C1N=C2c3ccccc3N=C(SCC#N)N2C1=O (configuration not stated)	8	-4
Cc1nnc(SCC2=C(C(=O)O)N3C(=O)C(NC(=O)Cn4cnnn4)C3SC2)s1 (configuration not stated)	-1	-1
O=C1CCC(C(=O)OCC(=O)Nc2ccc(OC(F)F)cc2)=NN1	11	2

The last 5 compounds of the section above come first, to join the parts:
smiles	TAG inh	TAG inh DAPI viability
Cc1cc(C(=O)OCC(=O)N2CCOCC2)ccc1[N+](=O)[O-]	4	0
O=C1c2ccccc2NC(c2ccc(Cl)cc2Cl)N1O (configuration not stated)	-12	5
CC(C)C1N=C2c3ccccc3N=C(SCC#N)N2C1=O (configuration not stated)	8	-4
Cc1nnc(SCC2=C(C(=O)O)N3C(=O)C(NC(=O)Cn4cnnn4)C3SC2)s1 (configuration not stated)	-1	-1
O=C1CCC(C(=O)OCC(=O)Nc2ccc(OC(F)F)cc2)=NN1	11	2
COc1ccc(C2=NNC(c3cccnc3)=Nc3ccc(OC)cc32)cc1	-25	11
Nn1c(C2CCCCC2)nc2ccccc2c1=O	-1	0
CC(=O)OC(C(=O)N1CCOCC1)c1c(F)cccc1F (configuration not stated)	-5	-5
C[C@@H]1CN([C@H](C)CO)C(=O)CCCn2nncc2CO[C@@H]1CN(C)C(=O)NC1CCCCC1	8	-9
CCCSc1nc2ccccc2n1CC(=O)O	6	-1
CC(C)CNC(=O)COC(=O)/C=C/c1ccco1	19	-10
COc1cccc(C(=O)Oc2ccc(/C=N/Nc3ccc(C(=O)O)cc3)cc2OC)c1	-3	3
CCn1c(O)c(N=Nc2ccc(Cl)c(C(=O)O)c2)c2ccccc21	3	-8
CCOc1ccc(CC(=O)N/N=C(\C)c2cccnc2)cc1OCC	-17	6
Cc1ccc(Nc2nc(NCc3ccco3)c3ccccc3n2)cc1	32	-6
CC(=O)c1ccc(N2CCN(C(=O)COc3ccccc3F)CC2)c(F)c1	5	4
COc1cccc(N2[C@@H](CC(C)=O)c3ccc(/C=C/C(C)=O)cc3S2(=O)=O)c1	4	-10
Cc1cc(C(=O)COC(=O)c2ccc3c(c2)OCO3)c(C)n1CC1CCCO1 (configuration not stated)	-1	-3
O=[N+]([O-])c1cccc2nc3ccccc3c(NCCCn3ccnc3[N+](=O)[O-])c12	-5	1
COc1ccc(NC(=O)C2=C(C)NC(=O)NC2c2cccc(OC)c2OC)c(OC)c1 (configuration not stated)	-4	17
Cc1ccc(S(=O)(=O)Nn2c(O)c(C=C3N=c4ccccc4=N3)sc2=S)cc1	-1	3
Nc1nc(NCc2ccc(Cl)cc2)nc(NCCO)c1[N+](=O)[O-]	-37	-5
O=c1oc2ccccc2c2[nH]ccc12	-8	6
CCCC(=O)Nc1cc(C)cn(Cc2c(F)cccc2Cl)c1=O	-3	-4
O=C(CSc1ccc(Cl)cc1)NNC(=O)c1ccncc1	8	2
CCCn1c(=O)c(C(=O)Nc2c(C)n(C)n(-c3ccccc3)c2=O)c(O)c2ccccc21	16	-17
O=C(c1ccncc1)N1CCN(C2CCCCC2)CC1	2	1
O=C(Nc1ccc2oc(=O)ccc2c1)c1cccnc1Cl	2	3
Cn1cccc1C(C#N)c1ncc(C(F)(F)F)cc1Cl (configuration not stated)	-10	3
CCOC(=O)c1[nH]c2ccc(OCC)cc2c1NC(=O)CN1CCCC(C)C1 (configuration not stated)	24	4
O=C1[C@H]2[C@@H](c3ccccc3)N[C@]3(CCCN(Cc4ccc(Cl)cc4)C3=O)[C@H]2C(=O)N1Cc1ccccc1	-20	-8
COc1ccc(Cc2nc(-c3ccc(NC(=O)c4cccnc4)cc3)no2)cc1	-3	9
Cc1nnc(SCC(=O)NC2(C#N)CCCCC2)n1N	13	-5
c1ccc(-c2cc(-c3ccccc3)on2)cc1	-5	2
CCOc1ccc(-c2n[nH]c(C)c2-c2ccccc2OC)c(O)c1	5	-8
